# Screening results as filed in PubChem BioAssay.
# aDG glyco up: increases alpha dystroglycan glycosylation; Pro5-aDG cells, alpha-DG glycosylation AlphaScreen (IIH6); 0% Pro5, 100% B10-LARGE cell signal; activation, % at 10 µM; actives 0.22% (n = 360,000);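 active = activation of at least 8% versus controls, or a plate z-score of at least 8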;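 also: Pro5 are CHO cells carrying HIG-tagged alpha-DG that lacks glycosylation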
# PDI inh: PDI (human) enzyme inhibition. PDI insulin aggregation turbidity, A650, 90 min. AID 588391. inhibition, % at 10 µM. actives 0.052% (n = 350,000);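 active = mean inhibition across replicates of 30% or more, whatever share of single replicates reach that level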;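 also: absorbance from insulin aggregation driven by PDI reduction with DTT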
# Target sequence (P07237 whole entry, looked up): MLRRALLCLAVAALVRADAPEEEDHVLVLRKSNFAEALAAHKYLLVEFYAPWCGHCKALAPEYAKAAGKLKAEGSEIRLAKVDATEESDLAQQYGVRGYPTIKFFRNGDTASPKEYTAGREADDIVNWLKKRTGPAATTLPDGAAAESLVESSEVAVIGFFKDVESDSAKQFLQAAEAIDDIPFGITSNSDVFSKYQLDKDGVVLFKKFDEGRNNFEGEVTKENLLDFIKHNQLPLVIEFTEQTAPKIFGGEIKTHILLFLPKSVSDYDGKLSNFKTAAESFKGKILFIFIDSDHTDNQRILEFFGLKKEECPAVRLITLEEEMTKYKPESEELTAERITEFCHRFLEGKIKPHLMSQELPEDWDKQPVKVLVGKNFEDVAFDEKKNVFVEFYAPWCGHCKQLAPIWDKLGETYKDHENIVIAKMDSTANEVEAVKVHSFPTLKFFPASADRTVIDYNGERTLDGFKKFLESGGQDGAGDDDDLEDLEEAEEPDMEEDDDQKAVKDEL
# MC4R barr agon: human MC4R agonism via beta-arrestin; P32245; actives 0.98% (n = 360,000); U2OS MC4R beta-arrestin complementation, luminescence; percent of melanotan II response, DMSO zero; activation, % at 8.9 µM;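 active = activation above a per-plate cutoff, the mean activation of sample wells on that plate plus 3 SD, cut at about 8% in these data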
# Target sequence (P32245 whole entry, looked up): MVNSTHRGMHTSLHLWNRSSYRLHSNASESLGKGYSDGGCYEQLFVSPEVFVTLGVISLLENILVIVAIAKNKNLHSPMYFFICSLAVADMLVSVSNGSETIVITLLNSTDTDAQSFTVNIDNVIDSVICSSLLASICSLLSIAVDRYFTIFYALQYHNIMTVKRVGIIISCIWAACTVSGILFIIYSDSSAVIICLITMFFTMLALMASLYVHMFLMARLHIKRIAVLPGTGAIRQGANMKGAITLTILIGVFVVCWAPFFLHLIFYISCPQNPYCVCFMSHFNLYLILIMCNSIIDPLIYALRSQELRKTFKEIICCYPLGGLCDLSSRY
# Vif imaging: blocks HIV Vif function | HEK293T cells, Vif self-association by quenched fluorescence, imaging, 24 h | inhibition, % at 7.49 µM | actives 0.35% (n = 340,000) | AID 602346; in the data active = inhibition above about 50%, passing the limit was not always enough; also: some results filed as inactive read as strong as hits
# Cardio protect: myocardial damage modulation in H9c2 cells; protection from H2O2 cell death, % at 20 µM; AID 588492; H9c2 cardiomyocytes, H2O2 injury protection, ATPLite, 2 h; actives 0.63% (n = 360,000);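 active = compounds giving at least 50% protection of heart cells from peroxide-induced death in the single-dose screen, raw or plate-pattern-corrected value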;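 also: 0% = DMSO wells with peroxide and 100% = DMSO wells without peroxide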
# MC4R antag cAMP: human MC4R antagonism in cAMP assay. P32245. MC4R-expressing cells, MTII-stimulated cAMP, LANCE TR-FRET. inhibition, % at 6.5 µM. actives 0.48% (n = 360,000). AID 540295;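 active = inhibition above its plate's cutoff, the mean of tested wells on that plate plus 3 SD, cut at about 29% in these data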;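 also: 0% = Melanotan II alone and 100% = Melanotan II plus saturating MCL0020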
#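 Test system: U2OS cells stably expressing human melanocortin 4 receptor (MC4R); also added: Melanotan II challenge; compound: 6.5 µM single dose; timing: 30-min compound preincubation, 1-h Melanotan II challenge, 1-h detection, room temperature; signal: Eu-cAMP/anti-cAMP TR-FRET, emission 671 nm; repeats: one well per compound, no replicates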
# ABCB6 inh MLPCN: human ABCB6 transporter inhibition; Q9NP58; K562-ABCB6 porphyrin accumulation, flow cytometry, 1 h; hits give low values; fluorescence ratio to DMSO, % at 10 µM; actives 0.19% (n = 360,000); AID 602162;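 active = fluorescence ratio to DMSO below 75%, the collection mean minus 3 SD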;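 also: signal is porphyrin accumulated inside mitochondria; 100% equals median channel fluorescence of DMSO control wells; lower ratio means ABCB6 inhibition with less porphyrin fluorescence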
# N-glyco inh: blocks N-linked glycosylation in D54 reporter cells | D54 ERlucT glycosylation luciferase reporter, 24 h; percent of 100 nM tunicamycin response | reporter increase, % at 12.5 µM | actives 0.23% (n = 360,000) | AID 588692;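 active = mean luciferase reporter signal, scaled so untreated is 0 and the glycosylation-blocking control 100, at or above a set limit in every replicate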;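 also: luciferase carries N-glycosylation sites so blocking glycosylation raises the light; 0% = median of neutral control wells and 100% = median of 100 nM tunicamycin wells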
# CaV13 FRET inh: Disruptors of the CACNA1D IQ motif to Ca2+-dependent inactivation inhibitor domain association, primary screening, Förster resonance energy transfer in intact living … | inhibition, % at 12.3 µM | actives 0.098% (n = 340,000) | AID 743397 | HEK cells, CFP/YFP FRET ICDI-IQ, plate reader, 10 min; percent FRET-ratio fall versus neutral wells;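 active = mean replicate inhibition of at least 30% and at least 1% of replicates passing that level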;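 also: 0% = median of the neutral control wells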
# m5-HT2A agonist: mouse HTR2A agonism via beta-arrestin recruitment. activation, % at 7.6 µM. actives 0.66% (n = 360,000). CHO-K1 mHTR2A beta-arrestin complementation, luminescence; percent of 30 µM serotonin response;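 active = activation above a run cutoff, the mean activation of all tested compounds plus 3 SD, cut at about 14% in these data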;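 also: 0% = plate median of compound wells and 100% = 30 µM serotonin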
# * hit, by the source's call; . = no result given.
1	COC(=O)c1ccc(Cn2nc([N+](=O)[O-])c(Br)c2C)cc1
2	CCN(CC(=O)Nc1ccc(NC(C)=O)cc1)C(=O)c1c(C)nn(-c2ccc(F)cc2)c1Cl
3	CC(C)CNC(=O)CSc1ccc(Cl)cc1
4	O=C(N/N=C1\CCS(=O)(=O)c2ccc(F)cc21)c1ccc([N+](=O)[O-])cc1
5	O=C(NCc1cccs1)c1ccc(Cl)s1
6	CCn1c(SCC(=O)Nc2ccc(C(C)=O)cc2)nc2nc3c(cc2c1=O)COC(C)(C)C3
7	CN1CCN(S(=O)(=O)c2cccc(C(=O)Oc3ccccc3Cl)c2)CC1
8	Cc1ncc(CO)c2cc(-c3nnc(Nc4ccc5c(c4)OCO5)s3)c(=O)oc12

screen / no.,1,2,3,4,5,6,7,8
aDG glyco up,-0.2,-0.1,-0.3,-0.2,0.1,-0.2,0.2,-0.2
PDI inh,-4,7,-6,2,2,3,7,-7
MC4R barr agon,-1.6,-2.0,-0.5,0.3,0.0,-0.3,-2.6,4.4
Vif imaging,16,-2,5,11,13,7,-4,19
Cardio protect,-9,11,5,5,-3,-5,-10,7
MC4R antag cAMP,-8,-3,2,5,1,10,9,-6
ABCB6 inh MLPCN,98,95,98,101,90,93,100,98
N-glyco inh,-1,-2,0,0,1,3,2,-1
CaV13 FRET inh,-2,-3,1,-6,-5,-5,.,5
m5-HT2A agonist,2,0,-2,3,-3,7,-10,7

9	O=C(CO/N=C/c1cccc([N+](=O)[O-])c1)NC1CCCCCC1
10	CCCCNC(=O)/C(C#N)=c1\s/c(=C\c2ccccc2OC(F)F)c(=O)n1CCCOC
11	OC[C@@H]1CN(Cc2cccs2)C[C@H](n2cnc3c(NC4CCCC4)ncnc32)O1
12	Cc1ccc(C)c(NC(=O)CN(C)C(=O)c2nn(C)c(=O)c3ccccc23)c1
13	CC(C)OC(=O)CSc1nnc(-c2cnccn2)n1Cc1ccco1
14	COc1ccc(CN2CCNC(=O)C2CC(=O)NC2CCCCCC2)c(C)c1C (stereo not drawn)
15	O=C(Nc1cccc(C(F)(F)F)c1)c1scc2c1OCCO2
16	COc1ccc(OCCOCCN2CCc3ccccc3C2)cc1

screen / no.,9,10,11,12,13,14,15,16
aDG glyco up,-0.1,0.1,-0.1,0.0,-0.5,0.3,-0.1,0.1
PDI inh,-11,1,3,1,5,-1,-3,-2
MC4R barr agon,0.1,-1.1,-0.4,3.2,-2.5,-1.3,-1.7,-1.4
Vif imaging,-5,-1,2,2,-3,2,9,13
Cardio protect,-3,0,9,-3,17,-2,-9,5
MC4R antag cAMP,1,13,2,14,-2,5,4,-1
ABCB6 inh MLPCN,97,153,101,86,98,100,98,99
N-glyco inh,0,2,1,0,1,-1,2,-2
CaV13 FRET inh,-3,-5,11,-6,-5,.,-2,-6
m5-HT2A agonist,-1,4,0,7,-6,0,-1,-4

17	Cc1ccccc1-c1cc(C(=O)NCc2cccc(Br)c2)n(CC2CC(c3cccnc3)=NO2)n1 (stereo not drawn)
18	CC(=O)N1CCC(C(=O)Nc2ccc(S(=O)(=O)N3CCC(C)CC3)cc2)CC1
19	Cc1ccc(OCC(=O)Nc2ccc(NC(=O)c3ccccc3)c(C)c2)cc1
20	COCCNC(=O)c1ccc2c(c1)NC(=O)CS2
21	Cc1cc(NC(=O)CCC(=O)N(Cc2ccc(F)cc2)C(C(=O)NC2CCCC2)c2ccco2)no1 (stereo not drawn)
22	CCOc1ncnc2c1sc1nc3c(cc12)COC(C)(C)C3
23	O=C(Nc1ccccc1O)c1cccc(S(=O)(=O)Nc2ccccc2O)c1
24	COc1cccc(NC(=O)COC(=O)c2ccc3ccccc3n2)c1

screen / no.,17,18,19,20,21,22,23,24
aDG glyco up,0.4,0.2,0.9,0.0,0.0,0.2,0.0,0.0
PDI inh,5,-3,2,-3,1,10,-2,-14
MC4R barr agon,-2.1,-4.5,4.5,-1.7,-1.4,-0.4,-2.7,-0.1
Vif imaging,-13,-3,-2,2,9,-3,-2,-2
Cardio protect,7,3,-2,-1,3,1,5,-2
MC4R antag cAMP,9,0,10,10,19,17,3,7
ABCB6 inh MLPCN,96,94,99,97,96,92,94,109
N-glyco inh,0,2,-2,0,0,1,2,-1
CaV13 FRET inh,-9,-5,-6,-3,-2,-5,-4,-5
m5-HT2A agonist,-11,-1,3,-1,-4,1,-4,3

25	COC(=O)c1ccc(/C=N\NC(=O)c2ccc(C)cc2Cl)cc1
26	Cc1sc[n+](CC(=O)c2ccc(Br)cc2)c1C
27	O=C(O)C1=C[C@H](c2ccc3c(c2)OCO3)C[C@H](OCCCCO)O1
28	Cc1cc(-c2ccc(C(C)C)c(S(=O)(=O)Nc3cc(C)on3)c2)on1
29	COc1ccc(CNC(=O)c2cc3c(C)nc4ccccc4c3o2)c(OC)c1
30	NC(=O)c1c(NC(=O)c2ccncc2)sc2c1CCCCCC2
31	Cc1ccc(C2C(C#N)=C(N)N(c3cccnc3)C3=C2C(=O)CCC3)s1 (stereo not drawn)
32	CCCc1cc(=O)n2nc(N3CCC(C(=O)NCc4ccc(C)o4)CC3)sc2n1

screen / no.,25,26,27,28,29,30,31,32
aDG glyco up,0.5,-0.6,-0.2,-0.1,-0.1,0.2,0.2,-0.3
PDI inh,3,3,0,1,.,5,4,9
MC4R barr agon,0.4,-3.0,-0.9,-2.4,8.6*,-0.4,3.4,-3.4
Vif imaging,1,2,3,-4,-18,-2,1,0
Cardio protect,11,4,1,1,-30,-10,-3,0
MC4R antag cAMP,20,13,5,-1,6,6,4,19
ABCB6 inh MLPCN,100,101,104,103,99,95,149,98
N-glyco inh,-1,1,3,0,-3,0,2,1
CaV13 FRET inh,.,-14,-11,-3,.,-6,-5,-3
m5-HT2A agonist,4,1,4,2,6,9,8,4

33	COc1ccc(-c2c(-c3cc(OC)c(OC)c(OC)c3)noc2C)cn1
34	COC(=O)c1ccc(CNC(=O)/C=C/c2cc([N+](=O)[O-])ccc2OC(F)F)cc1
35	CCCCc1cc(=O)oc2cc(OCc3nn[nH]n3)c(Cl)cc12
36	O=C(CCC(=O)N(CC(=O)NC1CCCC1)C1CCCC1)Nc1ccccn1
37	O=C(Nc1cccs1)Nc1c(F)c(F)c(F)c(F)c1F
38	Nc1nc(N)c2cc(Sc3cccc(C(F)(F)F)c3)ccc2n1
39	Cc1c(C(=O)NCCCc2ccccc2)cccc1[N+](=O)[O-]
40	CCOC(=O)N1CCN(c2ccc(C(=O)c3ccccc3)cc2F)CC1
41	COC(=O)c1ccc(/C=C/c2nc3ccccc3c(=O)[nH]2)cc1
42	CSCCC(NC(=O)c1ccc([N+](=O)[O-])cc1Cl)C(=O)OCC(=O)NC1CCCC(C)C1C (stereo not drawn)
43	CCn1c(CNC(=O)c2ccc(OC)c(OC)c2)nnc1SCC(=O)Nc1ccccc1

screen / no.,33,34,35,36,37,38,39,40,41,42,43
aDG glyco up,0.4,0.7,-0.1,0.0,2.5,2.4,0.1,0.1,-0.1,0.2,0.2
PDI inh,-5,2,-8,-2,-2,-4,-37,11,-4,-14,10
MC4R barr agon,-0.9,-0.1,-0.8,-1.5,0.0,-0.6,0.3,1.2,-0.3,2.2,-1.1
Vif imaging,5,-2,7,2,0,-3,3,41,-3,18,-5
Cardio protect,-2,-3,0,-3,-26,-9,3,-8,-10,-10,-12
MC4R antag cAMP,-18,10,6,-3,8,7,12,3,4,33*,-1
ABCB6 inh MLPCN,90,94,104,99,102,98,100,86,103,103,98
N-glyco inh,30*,1,3,1,-3,-9,0,-5,-3,0,3
CaV13 FRET inh,.,.,-6,-13,-4,-6,-6,.,-2,-16,-5
m5-HT2A agonist,2,-1,2,1,0,1,6,5,-2,-3,6
